Compound activity deposited in PubChem by several laboratories.
HIF activator: HIF pathway transcriptional activators, primary screen, cell-based, U2OS HRE-luciferase, luminescence; U2OS HRE-luciferase reporter; normalized: DMSO 0%, desferrioxamine 100%; activation, % at 7.5 µM (by protocol); hit rate 0.32% among 300,000; AID 1910, 2009;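 active = mean activation of at least 10% of the iron chelator positive control signal, with at least half of replicates also reaching 10%; inconclusive = mean and replicate majority disagree about reaching 10%; inactive = mean and most replicates under 10%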
HSF-1 act: HSF-1 activators, primary screen, NIH3T3-HGL cells, MG132 stress, luminescence, single point. hit rate 1.7% among 300,000. AID 504408, 2011. activation, % at 9 µM. NIH3T3-HGL HSF-1 luciferase reporter, 8 h; 100% = twice DMSO control signal;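 active = mean replicate activation of at least 50% with a set share of replicates each reaching 50%; inconclusive = only one of those two conditions met; inactive = mean below 50% and too few replicates reaching it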;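 also: 0% = median of the neutral control wells and 100% = twice that signal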
IEC-6 cytotox: cytotoxicity in IEC-6 intestinal epithelial cells, primary screen, cytotoxicity control for KLF5 inhibitor project, cell-based, luminescence. inhibition, % at 5 µM. IEC-6 cytotoxicity, luminescence viability. AID 1825, 2009. hit rate 0.78% among 290,000; in the data active = inhibition above about 22%;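 also: 0% = plate median of test compound wells and 100% = cytotoxic reference compound wells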
HSF1 inhib: HSF1 inhibitors in luciferase reporter cells, primary screen, cell-based, NIH3T3, luminescence; NIH3T3-HGL HSE-luciferase, MG132-induced, luminescence 8 h; hits give low values; AID 2098, 2009; activity change, negative = inhibition, % at 7.5 µM (by protocol); hit rate 0.77% among 300,000;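 active = more than half of replicate wells show activity change below -50%, luminescence cut by over half; inconclusive = some wells, but at most half, below -50%; inactive = no replicate well below -50%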;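 also: luciferase reports HSF-1 transcriptional activity via heat shock element; 0% = median of DMSO wells and -100% = zero luminescence signal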
Platelet DG rel: inhibitors of platelet dense granule secretion, primary screen, cell-based, MLPCN, human platelets; human platelet-rich plasma, SFLLRN dense granule ATP release, luminescence; inhibition, %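 (compounds screened at 7.5 µM in platelet-rich plasma)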; hit rate 0.22% among 300,000; AID 1663, 2009;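 active = mean replicate score, as percent of positive control, at or above 50; inconclusive = mean below 50 but at least one replicate at or above 50; inactive = mean and every replicate below 50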
AI-2 QS mod: Vibrio harveyi AI-2 quorum sensing modulators, primary screen, JMH597 strain, luminescence/OD600 ratio; Vibrio harveyi JMH597 AI-2 luminescence/OD600 ratio, 9 h; hits give low values; strain lacks LuxN and CqsS sensors; 0 = neutral-control median; activity change, % at 7.5 µM; hit rate 0.4% among 300,000; in the data active = activity change below about -75%, passing the limit was not always enough; inconclusive = no clear call, values can overlap the other calls;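 also: luminescence divided by OD600 gain over 9 h not by final OD600 alone; inactives centre near 13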
SKKanGAS inh: S. pyogenes SKKanGAS growth inhibitors in kanamycin, primary screen, streptokinase expression inhibitor project, SKKanGAS strain, BacTiter-Glo luminescence. 6 h. inhibition, % at 7.5 µM. hit rate 1.3% among 300,000;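 active = mean replicate score, as percent of positive control median, at least 50; inconclusive = mean below 50 but one replicate at or above 50; inactive = mean and every replicate below 50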;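 also: strain carries kanamycin resistance gene driven by streptokinase promoter and grows in 40 µg/ml kanamycin; loss of luminescence reflects streptokinase promoter inhibition or plain growth inhibition; 0% = median of DMSO wells and 100% = positive control at its reference dose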
KLF5 inhibitor: KLF5 expression inhibitors, primary screen, DLD-1 cells, luminescence; inhibition, % at 5 µM; DLD-1 KLF5 promoter-luciferase reporter; hit rate 0.23% among 290,000;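 active = inhibition above a per-plate limit of that plate's mean compound inhibition plus 3 SD, cut at about 60% in these data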;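 also: 0% = DMSO wells and 100% = LY294002 at 200 µM; higher means less KLF5 promoter-driven luciferase light; inactives centre near -14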
aSyn UTR inh: MLPCN primary screen, SNCA 5' untranslated region; alpha-synuclein 5'UTR reporter, inhibitor activity; inhibition, % (tested at 7.5 µM); hit rate 0.82% among 300,000; AID 1813, 2009; in the data active = inhibition above about 60%; inconclusive = no clear call, values can overlap the other calls;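 also: H4 neuroglioblastoma cells stably carrying SNCA 5'UTR luciferase fusion; 0% = DMSO wells and 100% = positive control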
HSP90 refold inh: HSP90 inhibitors, primary screen, cell lysate, luminescence. Heat shock protein HSP 90 (rabbit reticulocyte lysate; luciferase refolding). Rabbit reticulocyte lysate, luciferase refolding luminescence, 3 h. inhibition, % at 5.6 µM. hit rate 0.91% among 290,000. AID 1789, 2009;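 active = inhibition above the screen-wide mean plus 3 SD, computed separately per campaign, cut at about 16% in these data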;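 also: 0% = DMSO wells and 100% = 60 µM geldanamycin wells; inhibitors lower the luminescence because luciferase stays unfolded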
* marks the source's active call; other numbers are inactive results; ? = inconclusive; / = no result given.

The line under a structure holds: HIF activator	HSF-1 act	IEC-6 cytotox	HSF1 inhib	Platelet DG rel	AI-2 QS mod	SKKanGAS inh	KLF5 inhibitor	aSyn UTR inh	HSP90 refold inh
- CCOc1cccc(CN2CCC(CCC(=O)NC3CC3)CC2)c1O
→ 0.9	-16.0	3.5	-3.0	-2.6	-5.5	-7.2	0.2	-9.0	2.7
- CC(C)COC(=O)c1ccc(NC(=O)C2C3C=CC(C3)C2C(=O)O)cc1 (stereo unspecified)
→ 1.7	-3.4	-0.5	-7.8	-7.2	14.0	-0.6	-3.2	-101.1	-2.6
- CC(=O)SC(C[N+](=O)[O-])c1cn(C(C)=O)c2ccccc12 (stereo unspecified)
→ 0.9	203.8*	4.0	168.8	2.5	36.0	2.5	3.3	13.1	1.4
- Cc1ccc(NC(=O)Cc2ccsc2)cc1Cl
→ 1.8	9.8	-5.2	11.7	-3.5	-15.7	2.1	-23.2	-38.8	-2.3
- COc1ccc(-c2[nH]ncc2/C=N/NC(=O)c2ccc(Br)cc2)c(OC)c1
→ 0.5	-9.1	3.6	-5.1	?	5.1	1.3	-8.7	23.1	1.8
- Cc1c(N=Cc2cc3c(cc2Cl)OCO3)c(=O)n(-c2ccccc2)n1C
→ -0.5	-5.3	/	-7.4	-1.3	17.1	-1.1	/	-6.4	/
- CCCCN(CC)C(=O)Cc1ccccc1OC
→ -0.2	2.3	-4.6	3.9	-36.2	-4.4	-5.4	12.5	1.9	-3.9
- O=C(NCCCN1CCOCC1)C(=O)N/N=C/c1ccccc1O
→ 1.0	-19.9	-10.2	-3.4	-3.1	26.9	-1.9	14.0	23.3	-1.8
- C=CCNc1cc(C(F)(F)F)nc(-c2ccccn2)n1
→ -0.5	-5.0	7.1	-5.2	-3.4	15.1	1.9	-33.3	12.6	1.7
- CCOC(=O)C1CCN(C(=O)/C=C/c2ccc3c(c2)OCO3)CC1
→ 2.5	11.7	-4.6	15.2	-7.8	16.3	11.5	-195.5	-74.0	-3.7
- COc1cc(/C=C/C(=O)Nc2ccc(N3CCCCC3)c(S(=O)(=O)Nc3ccccc3Cl)c2)cc(OC)c1OC
→ 0.7	16.6	-0.6	1.5	2.6	12.5	-9.1	-11.4	-36.9	-0.6
- COc1ccc(C(C(=O)NC2CCCC2)N(CCCO)C(=O)c2snc(C(N)=O)c2N)cc1 (stereo unspecified)
→ 0.0	-7.2	0.8	-0.7	-1.3	-6.8	6.6	-5.9	-1.6	0.2
- NC(=O)c1ccccc1NC(=O)CN1CCN(Cc2ccc(Cl)cc2Cl)CC1
→ -0.6	4.0	1.5	-7.0	-0.3	21.9	6.9	-7.5	-27.0	0.1
- COC(=O)C(Nc1ccccc1Cl)(c1cc(C)c(O)c(C)c1)C(F)(F)F (stereo unspecified)
→ 0.1	-27.3	-3.8	-19.0	7.5	-3.0	88.4*	-53.3	34.7	-0.8
- CC1(C)Cc2c(c(=S)nc(-c3ccccc3)n2CCOCCO)CO1
→ 0.0	3.1	-5.5	-4.4	-30.3	3.3	-14.8	-30.5	-16.0	0.8
- Cc1ccc(C)c(COC(=O)c2cc(S(=O)(=O)N3CCCCC3)ccc2N2CCOCC2)c1
→ 0.0	14.9	/	3.7	2.9	10.3	19.8	/	-1.0	/
- O=C(Nc1ccccc1C(=O)NCC1CCCO1)c1ccc(Cl)cc1Cl (stereo unspecified)
→ 0.6	10.6	1.0	7.5	-4.9	10.2	0.5	-17.9	8.1	0.8
- CCc1nn(C(CC)C(=O)NCc2cccc(OC)c2OC)c(=O)c2cc3occc3n12 (stereo unspecified)
→ 0.0	66.8*	-2.5	20.1	-24.4	10.8	-0.5	-15.7	8.6	-4.3
- Cc1ccccc1OCc1nc2ccccc2c(=O)n1N
→ 1.0	8.2	1.4	-0.3	-16.6	26.5	-10.0	-45.6	-113.0	2.4
- O=C(O)Cn1cc(/C=C2/NC(=O)N(c3ccc(Cl)cc3)C2=O)c2ccccc21
→ 0.5	10.6	2.3	1.7	0.5	50.7	-6.3	0.4	-14.5	13.1
- COc1cccc(-c2nc(COc3ccc(Cl)cc3Cl)no2)c1
→ /	/	-5.9	/	/	1.7	-13.4	-2.5	/	1.2
- CCCCCCC(C)n1[nH]c(=O)cc1N (stereo unspecified)
→ 0.3	-2.8	3.7	-5.0	-0.3	21.3	-0.2	-7.9	-13.6	-4.1
- CCN1CCN(C(=O)C2CCN(Cc3nc(-c4cccc(Cl)c4)oc3C)CC2)CC1
→ -0.3	0.7	-2.3	-10.1	3.1	21.4	-5.1	-1.0	-16.8	-4.7
- O=C(Cn1cccn1)N1CCCC(N2CCN(c3ccccc3F)CC2)C1 (stereo unspecified)
→ -0.6	-15.8	-5.3	-3.2	0.8	16.4	-5.3	-13.5	-10.1	2.3
- COCCCNC(=O)/C(C#N)=C/c1ccc(F)cc1
→ -0.3	68.5*	4.6	18.4	1.5	10.7	-9.6	-34.5	-52.6	-3.6
- CC(C)c1nc2c(c(=O)c3ccccc3n2C)c(=O)n1CCc1ccccc1
→ -13.9	23.2	-0.1	3.5	1.6	-13.2	22.1	-27.6	37.9	1.7
- Cc1ccc(C(=O)NCC(C)NC(=O)c2ccc(C)c([N+](=O)[O-])c2)cc1[N+](=O)[O-] (stereo unspecified)
→ 0.5	87.7*	/	51.0	-21.8	0.5	-6.2	/	8.7	/
- CNc1ccc(C(=O)c2ccccc2C(=O)O)cc1[N+](=O)[O-]
→ -0.3	22.5	1.0	-4.4	-1.6	13.5	4.9	-9.9	-5.7	-7.9
- Cc1nc(N2CCCCC2)nc(N2CCCCC2)c1C=O
→ -0.5	-9.7	-8.9	-4.2	-0.8	23.0	-0.1	-20.3	29.8	-2.4
- O=C1CC(c2ccco2)Cc2nc(Nc3ccc(F)cc3)ncc21 (stereo unspecified)
→ -0.3	6.0	1.3	1.6	3.8	11.0	-5.9	-9.0	-37.8	3.5
- Oc1cccc(C=Nc2cccc3ccccc23)c1O
→ -0.4	24.1	3.3	5.9	-2.5	17.5	12.2	-1.9	-10.4	22.8*
- CCOc1cc(S(=O)(=O)Nc2ccccc2CC)ccc1Cl
→ -0.2	0.0	-0.5	-3.7	-5.0	11.0	1.5	-8.7	13.4	-2.3
- CN(Cc1cc2ccccc2[nH]c1=O)C(=O)COc1ccccc1
→ 0.1	18.6	-1.2	7.0	11.5	26.4	-4.4	-23.5	21.1	2.6
- Cc1cc(OCC(=O)N2CCOCC2)c(C(C)C)cc1Cl
→ -0.7	-9.3	-1.8	2.9	-4.8	14.4	-3.8	-11.4	26.6	1.6
- Fc1ccccc1Nc1nc(NCc2ccco2)nc(N2CCOCC2)n1
→ -0.3	-6.0	-0.2	-11.6	3.1	7.4	-5.8	-14.1	-30.0	4.3
- C/C(=N\N=C(c1ccccc1)c1ccccc1)c1cccs1
→ 0.5	2.6	0.8	3.2	8.4	25.5	10.0	-18.2	-55.8	1.6
- Cc1cccc(NC(=O)c2c(F)c(F)c(F)c(F)c2F)c1
→ -21.1	4.3	-1.1	12.5	0.1	17.9	9.6	-27.8	-19.8	10.2
- CC(=O)CC(c1ccccc1)S(=O)(=O)c1ccc([N+](=O)[O-])cc1 (stereo unspecified)
→ -22.8	-5.4	1.4	-0.2	-10.1	29.9	-0.5	-49.3	-11.4	0.1
- NC(N)=NN=C1CCC(c2ccccc2)CC1 (stereo unspecified)
→ -0.4	-6.7	1.5	-4.1	-3.8	21.6	1.3	-33.5	10.8	-1.7
- COc1ccccc1C(O)(C(=O)N(NC(C)=O)c1ccccc1)c1ccccc1OC
→ -1.0	-71.5	-2.6	-62.5*	10.9	7.7	-6.5	-10.1	-3.8	-5.4
- CCOc1ccc(Nc2ccnc3cc(Cl)ccc23)cc1
→ 0.1	-3.6	-1.5	-13.1	1.2	-47.5	-5.4	-24.0	-1.4	-6.5
- CC(=O)Nc1ccc(S(=O)(=O)NCCc2cn3nc(C)c(C)nc3n2)cc1
→ 0.0	-3.1	0.1	0.1	-4.3	33.3	0.9	-8.9	-19.6	-1.7
- CCOC(=O)c1nn(-c2ccc(F)cc2)c(-c2ccccc2)c1C(=O)c1ccccc1
→ -0.4	22.9	1.3	-1.0	-6.9	18.0	-20.9	-12.5	21.0	-2.9
- Cc1ccccc1OCC(O)Cn1c(=N)n(Cc2ccccc2)c2ccccc21 (stereo unspecified)
→ -0.9	-1.8	5.6	-4.3	-2.6	53.9	-4.7	-15.1	113.2*	3.1
- COc1ccc(NC(=O)c2ccc(N3C(=O)C4CC=C(C)CC4C3=O)cc2)c(OC)c1 (stereo unspecified)
→ -0.6	1.9	20.7	-1.1	-1.1	15.5	-0.5	-23.2	37.5	-2.1
- OC1COC(OCC2OC(OCc3ccccc3)C(O)C(O)C2O)C(O)C1O (stereo unspecified)
→ 0.0	-2.7	-0.4	-4.9	0.1	4.2	-2.7	-22.2	-12.7	-1.9
- CSc1ccc(C(=S)N2CCCC2)cc1
→ -1.6	11.4	1.5	-3.0	4.6	11.0	-3.5	-31.5	-25.7	-1.0
- O=C(O)CCn1cc(/C=N/O)c(-c2cccc([N+](=O)[O-])c2)n1
→ -0.6	-17.4	5.9	1.2	-5.0	5.2	-11.5	-23.5	6.3	2.6
- CC1CC(c2ccccc2)n2nc(NC(=O)c3cccs3)nc2N1 (stereo unspecified)
→ 0.0	-55.5	-2.1	-43.0	2.5	25.7	3.5	-10.5	-1.1	3.2
- CCCCCCCN(C(=O)CCl)c1cccc(C)c1
→ -0.3	-93.5	6.4	-92.7*	-2.5	20.1	4.2	12.8	-30.6	4.6
- CCc1ccc2nc(NC(=O)CSCc3c(C)noc3C)sc2c1
→ 2.8	26.7	-3.5	10.8	3.2	-90.2*	-8.9	-54.0	-73.3	3.5
- Cc1cnc(NC(=O)CSc2ncc(-c3ccccc3)n2Cc2ccco2)s1
→ -0.6	34.5	-5.7	8.8	-0.9	26.9	33.3	2.9	15.0	-2.5
- CC(C)(C)n1nnnc1C(c1ccccc1F)N(Cc1ccco1)CC1CCCO1 (stereo unspecified)
→ -0.1	-10.7	5.0	6.0	0.6	18.2	-5.0	10.9	21.9	9.0
- Cc1cc(C(=O)NC2CCCN(Cc3ccc(Cl)cc3)C2)n(C)n1 (stereo unspecified)
→ 0.4	-88.6	-0.6	-85.3*	-2.4	23.2	-0.7	-9.6	-12.4	-3.4
- COc1ccc(CN2C3CCCC2CC(NC(=O)/C=C/c2ccccc2)C3)cc1 (stereo unspecified)
→ -0.4	4.3	-6.1	-3.6	-1.0	29.5	2.9	7.5	5.1	-7.2
